DUSP3 inh – VHR1 (DUSP3) phosphatase inhibition; hit rate 0.7% among 50,000; inhibition, % at 20 µM; P51452; recombinant VHR phosphatase, colorimetric substrate read-out; in the data active = inhibition above about 60%; note: some results filed as inactive read as strong as hits
Target sequence (P51452 whole entry, looked up): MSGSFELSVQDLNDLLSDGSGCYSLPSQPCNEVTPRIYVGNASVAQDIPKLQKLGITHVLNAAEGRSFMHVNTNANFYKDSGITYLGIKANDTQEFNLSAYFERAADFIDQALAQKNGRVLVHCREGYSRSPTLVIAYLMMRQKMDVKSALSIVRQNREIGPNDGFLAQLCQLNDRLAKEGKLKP
* = called active by the depositor.

SMILES	DUSP3 inh
CCOc1cc(/C=N/n2cnnc2)ccc1OCCOc1ccc(C(C)CC)cc1 (stereo unspecified)	-13
CSc1ccccc1NC(=O)c1c(F)cccc1F	-3
Cc1ccc([N+](=O)[O-])cc1NC(=O)C12CC3CC(CC(C3)C1)C2	-18
Cc1c(C(=O)NCCc2ccccc2)cccc1[N+](=O)[O-]	-2
Cc1onc(-c2ccccc2Cl)c1C(=O)N1CCCc2ccccc21	-11
NC1=NC(=O)/C(=C/c2ccc(OC(=O)c3ccco3)cc2)S1	-8
CSC1=C(C#N)C(c2ccc(Br)cc2)CC(=O)N1 (stereo unspecified)	0
COc1ccc(OC)c(N(CC(=O)N2CCc3ccccc3C2)S(=O)(=O)c2ccccc2)c1	51
CCOP(=O)(OCC)C(Nc1ccc([N+](=O)[O-])cc1)c1c[nH]c2ccccc12 (stereo unspecified)	-15
O=C1NC(=O)N(c2ccc(Cl)cc2)C(=O)/C1=C\c1ccc(N2CCCC2)cc1	70*
O=C(CSc1nnc(Cc2ccccc2)o1)c1ccc(Cl)cc1	15
Cc1ccc2c(nc3s/c(=C/c4cc5c(cc4Br)OCO5)c(=O)n32)c1C	-19
O=C(Nc1cccc(C(F)(F)F)c1)c1cccc(N2C(=O)c3ccccc3C2=O)c1	-19
CCOC(=O)c1ccc(NC(=O)CCNC(=O)c2ccccc2NC(=O)c2ccc(OC)cc2)cc1	22
C/C(=N\N1CCN(Cc2ccccc2)CC1)c1ccco1	7
NC(=O)SCC(=O)Nc1ccc(Cl)cc1	13
O=C(Nc1ccc(Cl)cn1)C(c1ccccc1)c1ccccc1	10
COc1cccc(/C=C(\C#N)c2nc3ccc(C)cc3[nH]2)c1OCC(=O)O	11
Cc1ccc(N2C(=O)/C(=C/c3ccc(Oc4ccc([N+](=O)[O-])cn4)cc3)C(=O)NC2=S)c(C)c1	-22
CCOC(=O)C(=O)N1CCN(c2ccccc2OC)CC1	5
O=c1c2c(nc3cc(-c4ccc(I)cc4)[nH]n13)CCS2	-3
COc1cccc(C2NC(=O)NC(C)=C2C(=O)Nc2ccccc2Cl)c1 (stereo unspecified)	0
O=C(NCc1ccccc1)c1ccc(Cl)c(S(=O)(=O)N2CCCCC2)c1	-16
O=C(Nc1ccccc1)c1cccc(S(=O)(=O)Nc2ccccn2)c1	-15
COc1ccc(C2CC(C(F)(F)F)n3nc(C(N)=O)c(Cl)c3N2)cc1OC (stereo unspecified)	-12
O=C(Nc1ccc(-c2nc3ccccc3o2)cc1)c1cccs1	2
COc1ccc(NC(=O)c2c(OC)cccc2OC)c(OC)c1	-10
CC(C)COc1ccc(C(=O)N/C(=C/c2ccccc2)C(=O)NCC(=O)OCc2ccccc2)cc1	-65
O=c1[nH]c(Nc2nc3ccccc3o2)nc(O)c1Cc1ccccc1	-24
COc1ccccc1CNC(=O)COc1ccc2ccccc2c1	8

Part of the list above in another layout:
> COc1cccc(/C=C(\C#N)c2nc3ccc(C)cc3[nH]2)c1OCC(=O)O
  DUSP3 inh: 11
> Cc1ccc(N2C(=O)/C(=C/c3ccc(Oc4ccc([N+](=O)[O-])cn4)cc3)C(=O)NC2=S)c(C)c1
  DUSP3 inh: -22
> CCOC(=O)C(=O)N1CCN(c2ccccc2OC)CC1
  DUSP3 inh: 5
> O=c1c2c(nc3cc(-c4ccc(I)cc4)[nH]n13)CCS2
  DUSP3 inh: -3

Back to the main list, starting 4 compounds before the break.
SMILES	DUSP3 inh
COc1ccc(NC(=O)c2c(OC)cccc2OC)c(OC)c1	-10
CC(C)COc1ccc(C(=O)N/C(=C/c2ccccc2)C(=O)NCC(=O)OCc2ccccc2)cc1	-65
O=c1[nH]c(Nc2nc3ccccc3o2)nc(O)c1Cc1ccccc1	-24
COc1ccccc1CNC(=O)COc1ccc2ccccc2c1	8
CCC(Oc1ccccc1)C(=O)Nc1sc(C)c(C)c1C#N (stereo unspecified)	-4
COc1ccccc1C(=O)NNC(=O)COc1ccc(Cl)cc1Br	-2
COCc1cc(C)nc(NNC(=S)Nc2ccccc2)c1C#N	-9
O=C(c1cc(F)c(F)cc1Cl)N1CCN(c2cc(N3CCCCC3)c(F)cc2[N+](=O)[O-])CC1	1
Cc1nnc(N/N=C/c2cccc(Br)c2)[nH]c1=O	-1
O=C1C2ON(c3ccc(Cl)cc3)C(c3cccs3)C2C(=O)N1c1cccc(C(F)(F)F)c1 (stereo unspecified)	-18
COc1ccc(C(CC(=O)O)CC(=O)O)cc1OC	-6
CCOC(=O)C1=C(O)/C(=C\c2ccc(OC)cc2)N=C1C	-5
CCc1ccc(NC(=O)c2ccccc2C(F)(F)F)cc1	-16
CC(C)c1ccc(/C=C/C(=O)N2CCN(c3ccc(F)cc3)CC2)cc1	-7
O=C1NC(=O)C(=Cc2cc(Br)ccc2OCc2ccc(Cl)cc2Cl)C(=O)N1	-18
O=C(/C=C/c1cccc([N+](=O)[O-])c1)NCCN1CCOCC1	-10
CC(C)c1ccc(NC(=O)c2cccc(I)c2)cc1	-42
COc1cccc(OC)c1C(=O)ON1C(=O)c2ccccc2C1=O	-29
Cc1ccc(OCCN2CCCC2)cc1C	-13
O=C(Nc1ccc2c(c1)OCO2)c1ccc2c(c1)C(=O)N(CC1CCCO1)C2=O (stereo unspecified)	-15
COc1ccccc1/C=C1\SC(=S)N(NC(=O)c2ccccc2O)C1=O	-8
CCOc1cc(/C=C(\C#N)C(=O)NC(C)c2ccccc2)ccc1O (stereo unspecified)	-1
Cc1onc(-c2ccccc2Cl)c1C(=O)N1CCN(Cc2ccc3c(c2)OCO3)CC1	5
O=C1N/C(=N\N=C\c2ccc(O)cc2)SC1Cc1ccccc1 (stereo unspecified)	94
Cc1sccc1/C=N/NC(=O)c1cccnc1	-25
O=c1[nH]c(/C=C/c2ccc3c(c2)OCO3)nc2ccccc12	-7
Cc1c(NC(=O)/C=C/c2cn(-c3ccccc3)nc2-c2ccccc2)c(=O)n(-c2ccccc2)n1C	-20
O=C/C(=C\Nc1cccc(N/C=C(\C=O)c2nc3cc(Cl)ccc3o2)n1)c1nc2cc(Cl)ccc2o1	-22
CC(C)CC(=O)N1CCN(Cc2cccc(Oc3ccccc3)c2)CC1	7
COC(=O)c1cc(NS(=O)(=O)c2c(C)cc(C)cc2C)cc(C(=O)OC)c1	23
COc1ccc(NC(=O)c2ccc(Br)o2)c(OC)c1	10
COc1ccc(S(=O)(=O)N2CCN(Cc3cc(OC)ccc3OC)CC2)cc1	-8
C/C(=N\N1C(=O)CN(Cc2ccccc2)C1c1ccccc1)c1ccccc1 (stereo unspecified)	-16
O=c1c2ccccc2nc(/C=C/c2cccc(Br)c2)n1Cc1ccccc1	-26

Sorted by number of heavy atoms (smallest number first): 3 of the compounds above
SMILES	DUSP3 inh
COc1ccc(NC(=O)c2c(OC)cccc2OC)c(OC)c1	-10
CC(C)CC(=O)N1CCN(Cc2cccc(Oc3ccccc3)c2)CC1	7
CCOC(=O)c1ccc(NC(=O)CCNC(=O)c2ccccc2NC(=O)c2ccc(OC)cc2)cc1	22

The list continues:
SMILES	DUSP3 inh
Cc1ccc(C(=O)Nc2ccc(C(=O)OCC(C)C)cc2)cc1[N+](=O)[O-]	9
CCOc1cc(C=O)ccc1OCCOc1ccc([N+](=O)[O-])cc1	-18
CCOc1cc2c(c([N+](=O)[O-])c1)NC(c1ccccc1)C1CC=CC21 (stereo unspecified)	2
O=C(Nc1ccc2c(c1)OCCO2)C(F)(F)F	-8
O=C1C(=Cc2ccc(-c3ccccc3[N+](=O)[O-])o2)C(=O)N(c2ccccc2)C(=S)N1c1ccccc1	-22
Cn1c(NC(=O)c2ccco2)cc(=O)n(C)c1=O	-17
Cc1cccc(CC2SC(=Nc3ccccc3)NC2=O)c1 (stereo unspecified)	1
COc1ccccc1N1CCN(/N=C\c2ccccc2OCC(=O)O)CC1	6
CCN(CC)c1ccc(/C=N/NC(=O)CSc2nc3ccccc3[nH]2)c(O)c1	-10
CCN(CC)S(=O)(=O)c1ccc(OC)c(OC)c1	106
Cn1cc(/C=C/c2nc3ccccc3c(=O)n2-c2ccc([N+](=O)[O-])cc2)c2ccccc21	-3
O=C(NCCO)/C(=C\c1ccc(Br)cc1)NC(=O)c1ccccc1	-14
O=C(O)c1cc2nc(-c3ccc4c(c3)OCO4)cc(C(F)(F)F)n2n1	13
COc1ccc(N2C(=O)CC(Nc3ccc(N4CCCCC4)cc3)C2=O)cc1 (stereo unspecified)	12
CC1=C(C(=O)OCc2ccc3c(c2)OCO3)C(c2ccc(N(C)C)cc2)NC(=O)N1 (stereo unspecified)	-18
CCP(=O)(CC)c1ccccc1CO	-26
O=C(/C=C/c1ccccc1)CC(=O)C(Cl)(Cl)Cl	-4
O=C(NN=C(/C=C/c1ccccc1)/C=C/c1ccccc1)c1ccc(O)cc1O	-9
CCOc1c(C)cc2[nH]c(=S)[nH]c2c1C	-30
COc1ccc(Cl)cc1NC(=O)CN1C(=O)c2ccccc2C1=O	-27
Cc1cc(O)c(C(C)C)cc1N1C(=O)c2ccc3c4c(ccc(c24)C1=O)CC3	2
Cc1ccc(/C=N/NC(=O)CSc2ncccn2)cc1	-42
Clc1ccc(CCNCc2ccccn2)c(Cl)c1	-19
CSc1ccc(C2Nc3ccccc3NC3=C2C(=O)CC(c2ccccc2)C3)cc1 (stereo unspecified)	-3
Cc1cc(C)cc(-n2c(C)cc(/C=C3\NC(=O)NC3=O)c2C)c1	14
CC(=O)N(C1CC(C)C(C#N)(C#N)C1(C#N)C#N)N(C)C (stereo unspecified)	-6
CC(=O)c1cc(C(=O)Nc2ccc(C(=O)O)cc2)oc1C	-15
COc1ccccc1NC(=O)Cc1ccc(F)cc1F	-16
COc1ccc(C(N)=O)cc1N=NC1=C(O)CC(C)(C)CC1=O	-4
CCOC(=O)c1cc(-c2ccc(Br)cc2)nc2ccccc12	-10
O=C1CC(c2ccccc2)CC2=C1C(c1cccc(Br)c1)Nc1ccccc1N2 (stereo unspecified)	11
CC(=O)C1=C(O)C(=O)N(c2ccccn2)C1c1cccnc1 (stereo unspecified)	-9
COC(=O)C1=C(C)N(C)C(C)=C(C(=O)OC)C1c1cccc(C(F)(F)F)c1	-9
CCCCOC(=O)C1=C(C)NC2=C(C(=O)CCC2)C1c1cc2c(cc1Br)OCO2 (stereo unspecified)	-19
Cc1ccc(-c2nc3ncccc3o2)cc1NC(=O)c1ccc2ccccc2c1	-2
COc1ccccc1/C=C1/SC(=S)N(NC(=O)c2ccc(Cl)cc2)C1=O	98
O=C(Nc1ccc(Br)cn1)c1ccccc1F	4
COCCOC(=O)c1ccc(NC(=O)COc2cccc(C)c2C)cc1	1
COC(=O)c1c(N)sc(C)c1-c1ccccc1	30
CC1=C(C(=O)OC(C)C)C(c2ccc(Cl)cc2)C2=C(CCCC2=O)N1 (stereo unspecified)	-8
O=C1S/C(=C\c2ccccc2)C(=O)N1Cc1ccccc1	-3
N#Cc1c(NC(=O)CCN2C(=O)c3ccccc3C2=O)sc2c1CCCC2	12
NNc1nc2sc3c(c2c(=O)n1Cc1ccccc1)CCC3	44
COc1c(Cl)cc(C(=O)Nc2ccc(Cl)c(-c3nc4ccccc4o3)c2)cc1Cl	-4
CCOC(=O)COc1ccc(/C=C2\SC(=Nc3cccc(Cl)c3C)NC2=O)cc1OCC	24
CCOC(=O)c1c(NC(=O)c2cc3n(n2)C(C(F)(F)F)CC(c2ccco2)N3)sc(C)c1C (stereo unspecified)	-3
O=C(COc1ccccc1[N+](=O)[O-])Nc1cccnc1	-11
CCN1C(=O)CSC1=Nc1ccc(Cl)c(Cl)c1	-14
C(=C(\c1ccccc1)c1nc2ccccc2[nH]1)/c1ccccc1	-2
CCn1c2ccccc2c2cc(CN3CCN(C(=O)c4cc(OC)c(OC)c(OC)c4)CC3)ccc21	-13
O=C(Nc1cccc2ccccc12)c1cnccn1	14
Oc1ccc(C2Nc3ccc4ccccc4c3C3C=CCC32)cc1 (stereo unspecified)	76*
CCOC(=O)c1sc(Nc2ccc(Br)cc2)nc1-c1ccccc1	11
CSc1ccc(C2Nc3ccccc3NC3=C2C(=O)CC(C)(C)C3)cc1 (stereo unspecified)	2
Cc1ccc(S(=O)(=O)N(CCC#N)C2CCCCC2)c2nsnc12	-2
O=c1n(Cc2ccccc2Cl)c2cc(N3CCOCC3)c([N+](=O)[O-])cc2n1Cc1ccccc1Cl	-27
CN1C(N)=NC(=O)C12COC(c1cccnc1)OC2 (stereo unspecified)	1
O=C1NN(c2ccccc2)C(=O)/C1=C/c1cccc(OCc2ccccc2F)c1	10
O=C(Nc1c(F)cc(F)cc1Br)c1nc2nc(-c3ccccc3)cc(C(F)(F)F)n2n1	-11
COc1ccc(NC2=C(Cl)C(=O)N(c3ccc(Br)cc3)C2=O)c(OC)c1	13

Reprinted from the part before: 4 entries, then new ones.
SMILES	DUSP3 inh
CN1C(N)=NC(=O)C12COC(c1cccnc1)OC2 (stereo unspecified)	1
O=C1NN(c2ccccc2)C(=O)/C1=C/c1cccc(OCc2ccccc2F)c1	10
O=C(Nc1c(F)cc(F)cc1Br)c1nc2nc(-c3ccccc3)cc(C(F)(F)F)n2n1	-11
COc1ccc(NC2=C(Cl)C(=O)N(c3ccc(Br)cc3)C2=O)c(OC)c1	13
CCOC(=O)CCCN1C(=O)S/C(=C/c2ccccc2)C1=S	-16
CCOc1ccc(N(CC(=O)N2CCOCC2)S(=O)(=O)c2ccccc2)cc1	1
O=C(N/N=C/c1ccccc1Cl)c1ccc(Cl)cc1O	-3
Cc1cccc(N2C(=O)c3ccc(-c4nc5ccccc5c(=O)o4)cc3C2=O)c1	-23
COc1ccc(-c2cc(=O)oc3cc(O)ccc23)cc1	-35
CCN=C(NCC)SC1CC(=O)N(C)C1=O (stereo unspecified)	-6
CCOP(=O)(OCC)C(NC(=O)c1ccco1)C(=O)c1ccc(C)cc1 (stereo unspecified)	7
Cc1ccnc(NC(=S)NC(=O)c2ccco2)c1	2
COc1ccc(NC(=O)Nc2ccccc2I)cc1OC	10

These rows are one share of the data; count on the stated rates, not on these rows.
